High-throughput results as filed in PubChem BioAssay.
NS3h inh CB = blocks HCV NS3 helicase binding to DNA. NS3h Cy5-dT15 DNA binding, fluorescence polarization. inhibition, % at 100 µM. 16,000 tested, 1.6% active. AID 687043;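 active = inhibition above the average over every tested compound plus 3 SD, cut at about 40% in these data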
Cy5 interf NS3h = enhances or quenches Cy5 fluorescence in NS3h assay; Cy5-dT15 DNA with NS3h, fluorescence interference; actives lie on both sides; signal over control mean, under 1 quenches; fluorescence interference ratio at 100 µM; 16,000 tested, 6% active; AID 720488;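 active = compound fluorescence over control fluorescence at most 0.8, a quencher, or at least a set upper limit, an enhancer; inactive = ratio between 0.8 and the set upper limit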
* = called active by the depositor.

SMILES	NS3h inh CB	Cy5 interf NS3h
COc1ccc(CC(=O)Nc2sc3c(c2C(=O)Nc2ccccc2C)CCCCC3)cc1	0	1.1
COc1ccc(C2(CNC(=O)Cc3ccccc3)CCCCC2)cc1OC	3	1.1
CCCOc1ccc(/C=N\N2CCN(Cc3ccccc3Cl)CC2)cc1	16	1
Cc1ccc(CC2C(=O)N(c3ccc([N+](=O)[O-])cc3)C(=O)C2C)cc1 (stereo not drawn)	8	1.1
COc1cc(C2NC(=O)NC(C)=C2C(=O)OCCc2ccccc2)cc(Cl)c1O (stereo not drawn)	6	0.96
C(=C\c1nc2ccccc2nc1/C=C/c1ccccc1)/c1ccccc1	0	1
Cc1nn(-c2ccccc2)c2c1C(O)n1c(nc3ccccc31)S2 (stereo not drawn)	-4	1
COc1ccc(CSc2nnc(SCc3ccc(OC)cc3)s2)cc1	0	1
CC(C)(C)N1C(=O)c2ccc(C(=O)Nc3cccc(O)c3)cc2C1=O	9	0.96
O=C(CCNc1ccc(Cl)cc1)c1cccs1	-8	1.1
FC(F)(F)c1cccc(Nc2nc(-c3ccncc3)nc3ccccc23)c1	-15	1.1
CCCNC(=O)C(=O)NCCc1ccc(OC)c(OC)c1	-2	1.1
CCc1ccccc1NC(=O)C(CC)c1ccccc1 (stereo not drawn)	12	1
O=C(NNS(=O)(=O)c1cccc([N+](=O)[O-])c1)c1ccccc1O	2	1
CC(=O)CC1(O)C(=O)Nc2ccc(Br)cc21 (stereo not drawn)	-4	1
CCOc1ccc(N(CC(=O)NCC(C)C)S(=O)(=O)c2ccc(SC)cc2)cc1	15	1
O=C1C2C3C=CC(C4CC34)C2C(=O)N1C12CC3CC(CC(C3)C1)C2 (stereo not drawn)	-4	1.1
O=[N+]([O-])c1ccccc1-c1nc(-c2ccco2)c(-c2ccco2)[nH]1	4	0.99
CCSc1nc2ccccc2n1CCC(=O)O	-18	1
Cc1ccc(CNC(=O)CN(Cc2ccccc2)S(=O)(=O)c2ccc(C)cc2)cc1	12	0.93
Cc1ccc(N2C(=O)NC(=O)/C(=C\c3ccsc3)C2=O)cc1	55*	1.2*
CC(=O)Nc1ccc(NC(=O)c2ccc(N3C(=O)c4ccc(C(=O)Nc5ccc(NC(C)=O)cc5)cc4C3=O)cc2)cc1	15	0.77*
COc1ccc(NC(=O)c2ccc(I)cc2)cc1Cl	7	1
COc1ccc(-n2nc3cc(C)c(NC(=O)c4cc(Cl)c(OC)c(Cl)c4)cc3n2)cc1	4	0.93
CCc1ccccc1NC1=C(Cl)C(=O)N(c2ccc(C)cc2C)C1=O	18	0.94

2 entries from above in a different format.
NS3h inh CB	Cy5 interf NS3h	structure
0	1	C(=C\c1nc2ccccc2nc1/C=C/c1ccccc1)/c1ccccc1
-4	1	Cc1nn(-c2ccccc2)c2c1C(O)n1c(nc3ccccc31)S2 (stereo not drawn)

(next part)
SMILES	NS3h inh CB	Cy5 interf NS3h
CCOC(=O)C1=C(C)N=c2s/c(=C\c3cccc(O)c3)c(=O)n2C1c1cc(Br)c(OC)cc1OC (stereo not drawn)	1	0.95
COc1ccc(CC(=O)O/N=C(/N)Cc2ccc(Cl)cc2Cl)cc1OC	10	1
COc1ccccc1N1C(=O)c2ccc(C(=O)Nc3ccc(Br)cc3)cc2C1=O	8	0.99
Cc1ccc(C(=O)N/C(=C\c2ccccc2F)c2nc(=S)[nH][nH]2)cc1	7	0.88
CCCOc1ccc2c(oc(=O)c3ccccc32)c1C	9	1.1
Cc1ccc(Nc2nc(Nc3cccc([N+](=O)[O-])c3)nc(SC(=S)N3CCOCC3)n2)cc1	-60	0.45*
CC12c3ccccc3C(C)(c3ccccc31)C1C(=O)NC(=O)C12 (stereo not drawn)	29	1.1
COc1cccc(OCCn2c(=O)c3cc4c(=O)n(CCOc5cccc(OC)c5)c(=O)c4cc3c2=O)c1	1	0.93
Cc1ccccc1NC(=O)C(=O)NCCN1CCNCC1	4	1.1
COC(=O)c1ccc(C(=O)OC)c(NS(=O)(=O)c2ccc(NC(C)=O)cc2)c1	8	0.97
COc1ccc(NC2=CC(c3ccccc3F)N(c3ccc(OC)cc3)C2=O)cc1 (stereo not drawn)	9	1.1
COc1ccc(NC(=O)CN(c2ccccc2Cl)S(C)(=O)=O)cc1OC	-3	1.1
CC1(C)CC(=O)C2=C(C1)OC(N)=C(C#N)C2c1ccc([N+](=O)[O-])cc1 (stereo not drawn)	8	0.94
CCOc1ccc2oc(C)c(C(=O)OC(C)C)c2c1	11	0.96
O=c1[nH]c(/C=C/c2cccc(Br)c2)nc(O)c1[N+](=O)[O-]	6	0.94
O=C(NC(=S)Nc1cc(Cl)c(Cl)cc1Cl)c1ccco1	-4	1
CCOC(=O)c1ccc(N=Cc2cccc(OC)c2O)cc1	16	0.94
Cc1c(NC(=O)CN(c2cccc([N+](=O)[O-])c2)S(=O)(=O)c2ccccc2)c(=O)n(-c2ccccc2)n1C	6	0.86
COC(=O)C1CC(=O)N(c2ccc(O)cc2)C1 (stereo not drawn)	-1	1.1
Cc1onc(-c2ccccc2Cl)c1C(=O)N1CCN(Cc2ccccc2)CC1	-9	0.92
Cc1c(C(=O)O)cccc1-n1c(=O)c2cc3c(=O)n(-c4cccc(C(=O)O)c4C)c(=O)c3cc2c1=O	0	0.97
O=C(Nc1ncc(S(=O)(=O)c2ccc([N+](=O)[O-])cc2)s1)c1cccc([N+](=O)[O-])c1	0	0.97
Cc1cc(C)c(NC(=O)C(=O)NCC(C)O)c(C)c1 (stereo not drawn)	2	1
Nn1c(Nc2ccccc2)nc2ccccc21	-1	1
COCCN1C(=O)/C(=C\c2ccco2)SC1=S	12	0.98

Next part.
SMILES	NS3h inh CB	Cy5 interf NS3h
CC/C(=N/NC(=O)/C(=C\c1ccc2c(c1)OCO2)NC(=O)c1ccccc1)c1ccccc1	8	1.1
CC(=O)Nc1ccc(C(=O)CSc2ncn(-c3ccccc3)n2)cc1	-8	1.1
Cc1ccc(CN2CCN(N=Cc3ccccc3Br)CC2)c(C)c1	9	1.1
CCC(=O)c1ccc(N2CCN(S(=O)(=O)c3ccccc3)CC2)c(F)c1	-13	0.96
CN(C)CCCNC(=O)N1CCOCC1	8	0.98
O=C1CCSc2nc(-c3cccc([N+](=O)[O-])c3)nn21	-6	0.99
COCCCNC(=O)c1ccc(I)cc1	7	0.95
CCCCCCCc1c(C#N)c(N)[nH]c(=S)c1C#N	12	0.95
O=C1C(=O)N(c2cccc(Cl)c2)C(c2ccc([N+](=O)[O-])cc2)C1=C(O)c1ccccc1 (stereo not drawn)	-13	1
Clc1ccccc1CN1CCN(N=Cc2ccccc2)CC1	7	1
Cc1ccc(C(=O)c2sc3nc(C)cc(C)c3c2N)c(C)c1	15	0.91
Cc1ccc(Cl)cc1NC(=O)c1ccccc1C(F)(F)F	10	0.96
O=C(NCCNc1ccc([N+](=O)[O-])cc1)c1cccc(Br)c1	20	1
Cc1c(N(C(=O)c2ccc(N)cc2)C(C)C)c(=O)n(-c2ccccc2)n1C	2	1.1
COC(=O)C1=C(C)N=C2SCCC(=O)N2C1c1ccc(OC)cc1 (stereo not drawn)	9	1
COc1ccc(NC(=O)CN(c2c(C)n(C)n(-c3ccccc3)c2=O)S(=O)(=O)c2ccccc2)cc1	8	1.1
CC1=C(C(=O)OC2CCCC2)C(c2coc3ccc(C)cc3c2=O)C2=C(CC(C)(C)CC2=O)N1 (stereo not drawn)	-2	1.1
COc1ccc(OC)c(C(=O)c2coc3ccc(O)c(CN(C)C)c23)c1	-3	0.9
COC(=O)c1ccc(/C=C2\C(=O)NC(=O)N(c3cc(C)cc(C)c3)C2=O)cc1	23	0.98
O=c1/c(=C/c2ccc(C(F)(F)F)cc2)sc2nc3ccccc3n12	13	1.1
CCCC(=O)NC(c1ccc(Cl)cc1)c1ccc2cccnc2c1O (stereo not drawn)	11	0.98
COC(=O)COc1ccc(C=C2C(=O)NC(=S)NC2=O)cc1OC	40	1.1
CCCN(CCC)C(=O)c1ccccc1NC(=O)c1cccs1	5	0.99
COc1ccc(OC)c(NC(=O)CN(c2cccc([N+](=O)[O-])c2)S(=O)(=O)c2ccccc2)c1	20	0.67*
O=C(c1cnn2c1NC(c1cccs1)CC2C(F)(F)F)N1CCN(C(c2ccccc2)c2ccccc2)CC1 (stereo not drawn)	6	0.95

Part of the list above in another layout.
Every second line gives: NS3h inh CB	Cy5 interf NS3h
> COc1ccc(CC(=O)Nc2sc3c(c2C(=O)Nc2ccccc2C)CCCCC3)cc1
→ 0	1.1
> COc1ccc(C2(CNC(=O)Cc3ccccc3)CCCCC2)cc1OC
→ 3	1.1
> CCCOc1ccc(/C=N\N2CCN(Cc3ccccc3Cl)CC2)cc1
→ 16	1
> Cc1ccc(CC2C(=O)N(c3ccc([N+](=O)[O-])cc3)C(=O)C2C)cc1 (stereo not drawn)
→ 8	1.1
> COc1cc(C2NC(=O)NC(C)=C2C(=O)OCCc2ccccc2)cc(Cl)c1O (stereo not drawn)
→ 6	0.96
> C(=C\c1nc2ccccc2nc1/C=C/c1ccccc1)/c1ccccc1
→ 0	1
> Cc1nn(-c2ccccc2)c2c1C(O)n1c(nc3ccccc31)S2 (stereo not drawn)
→ -4	1
> COc1ccc(CSc2nnc(SCc3ccc(OC)cc3)s2)cc1
→ 0	1
> CC(C)(C)N1C(=O)c2ccc(C(=O)Nc3cccc(O)c3)cc2C1=O
→ 9	0.96
> O=C(CCNc1ccc(Cl)cc1)c1cccs1
→ -8	1.1
> FC(F)(F)c1cccc(Nc2nc(-c3ccncc3)nc3ccccc23)c1
→ -15	1.1
> CCCNC(=O)C(=O)NCCc1ccc(OC)c(OC)c1
→ -2	1.1
> CCc1ccccc1NC(=O)C(CC)c1ccccc1 (stereo not drawn)
→ 12	1
> O=C(NNS(=O)(=O)c1cccc([N+](=O)[O-])c1)c1ccccc1O
→ 2	1
> CC(=O)CC1(O)C(=O)Nc2ccc(Br)cc21 (stereo not drawn)
→ -4	1
> CCOc1ccc(N(CC(=O)NCC(C)C)S(=O)(=O)c2ccc(SC)cc2)cc1
→ 15	1

The results go on:
SMILES	NS3h inh CB	Cy5 interf NS3h
COCP(=O)(c1ccccc1)c1ccccc1	-9	0.91
C=CC(=O)NC(NC(=O)C=C)c1ccc(F)cc1	-8	0.92
COc1ccc(OCC(=O)N2c3ccc(C)cc3-c3c(ssc3=S)C2(C)C)cc1	16	0.96
CCCCOc1ccc(NC(=O)CSCC(=O)Nc2ccc3ccccc3c2)cc1	10	1
COc1ccc(C(=O)c2ccc(OC)cc2)cc1	16	0.95
COc1ccc(C(=O)Nc2ccc(-c3nc4ccccc4s3)c(O)c2)cc1OC	4	1.1
CCCC(=O)C1=C(O)C(C(=O)OC)C(C)(C)CC1=Nc1cccc2ccccc12 (stereo not drawn)	16	0.86
Cc1c(OCC(=O)OC(C)(C)C)ccc2c(-c3ccccc3)cc(=O)oc12	9	1
O=C(Nc1ccccc1)Nc1nnc(CSCc2ccccc2F)s1	2	1
COc1ccc2c(c1)OCC/C2=N/OC(=O)c1cc(F)c(F)cc1Cl	3	1
COc1ccc(N(CC(=O)NCc2ccccn2)S(=O)(=O)c2ccccc2[N+](=O)[O-])c(OC)c1	1	0.99
CCOc1cc(C(=O)N(C)c2ccccc2)cc(OCC)c1OCC	2	0.97
CCCCOc1ccc(C(=O)Nc2ccc(Cl)cn2)cc1	12	1
COC(=O)c1c(C)oc2ccc(OC(C)C(=O)O)cc12 (stereo not drawn)	8	0.97
CC(C)CN(CC(C)C)S(=O)(=O)c1ccc(C(=O)N2CCOCC2)cc1	0	0.93
O=C(NCCOc1ccc(F)cc1)c1ccccc1-c1ccccc1	24	0.69*
O=C(Nc1ccccc1Br)c1ccc(OC(F)F)cc1	11	1
O=C(O)C(Cc1c[nH]c2ccccc12)NS(=O)(=O)c1ccccc1[N+](=O)[O-] (stereo not drawn)	11	0.93
C=CCNC1=C(Cl)C(=O)N(c2ccc(C)cc2C)C1=O	0	0.93
CCc1ccc(NC(=O)C2CC(=O)N(c3ccc(CC)cc3)C2)cc1 (stereo not drawn)	16	1.2
CN1CCN(S(=O)(=O)c2cc(Cl)ccc2Br)CC1	-2	1
COc1cccc(NC(=O)C(=O)NCc2cccnc2)c1	-1	1
O=C1CN(S(=O)(=O)c2ccccc2)CCN1S(=O)(=O)c1ccccc1	-4	0.96
O=C(Nc1ccc(Cl)cn1)c1cccc(OCc2ccccc2)c1	4	1
Cc1ccccc1NC(=O)C(=O)NCc1ccc2c(c1)OCO2	11	1.1

More compounds
SMILES	NS3h inh CB	Cy5 interf NS3h
CCOC(=O)c1c(C)n(C)c2cc(Br)c(O)c(O)c12	-2	1
CC(=O)Nc1n[nH]c(-c2ccc(C)cc2)c1C	-1	1
O=C1NN(c2ccc(Cl)cc2)C(=O)/C1=C\c1ccc(O)c(O)c1	5	0.85
C=CCNC(=O)c1ccc(-c2ccc([N+](=O)[O-])cc2)o1	24	0.96
CC(=O)c1cc(C(=O)Nc2ccc3ccccc3c2)c(C)o1	20	0.97
CCOC(=O)c1c(N=CN(C)C)c2cc([N+](=O)[O-])cnc2n1C	0	0.94
CCC(C)c1ccc(OCc2nnc(NC(=O)Nc3ccccc3)s2)cc1 (stereo not drawn)	11	1
CCOc1ccc(-c2nnc(NC(=O)Nc3ccccc3)s2)cc1	12	0.74*
O=C(O)c1ccc(NC(=O)c2cc3cc([N+](=O)[O-])ccc3oc2=O)cc1	5	1
O=C(Nc1ccc(-c2nc3ccccc3o2)c(O)c1)c1cccc(Cl)c1Cl	-1	1.1
COc1ccc(N2C(=O)CC(Sc3nc(C)c4ccccc4n3)C2=O)cc1 (stereo not drawn)	9	0.96
CCOc1cccc(C(=O)Nc2ccc(I)cc2Cl)c1	7	0.96
O=C(Nc1ccc(Nc2ccccc2)cc1)c1ccccc1[N+](=O)[O-]	11	0.89
Cc1cccc(C(=O)Nc2cccc(NC(=O)COc3ccccc3Cl)c2)c1	0	0.95
CCOC(=O)CCC(=O)Nc1cc(-c2cccc(C)c2)[nH]n1	-3	0.84
O=C(COc1ccccc1[N+](=O)[O-])Nc1ccc(Cl)cc1Cl	-2	1.1

No enrichment for hits; overall some 7% were active at least once.
